# GAA inhib: inhibitors of human lysosomal alpha-glucosidase. P10253. Potency, µM (top dose mostly 76.9 µM), without a hit: at the highest dose activity change, negative = inhibition, actives largely listed as inhibitors. 0.005% of 200,000 active. purified human GAA, 4-MU-alpha-glucoside fluorescence;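 also: potency is read from the fitted curve at half-maximal effect; plate controls were uninhibited enzyme wells for no effect and no-enzyme background for full effect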
#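 Human alpha-glucosidase, 4 nM, pre-mixed with test compounds before 400 uM 4-methylumbelliferyl substrate; 20 min room temperature at pH 5.0. Fluorescence read after pH 10 stop; AC50 values from Hill-equation fits.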
# GAA glycogen mod: GAA glycogen-cleavage inhibition or activation | P10253 | recombinant GAA, glycogen substrate, Amplex Red glucose oxidase fluorescence | Potency, µM (doses to about 76.4 µM), for inactives: at the highest dose activity change, negative = inhibition, usual class: inhibitors | 0.38% of 300,000 active | AID 2100;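 also: potency is read from the fitted curve at half-maximal effect; 0% = full enzyme reaction and -100% = no-enzyme basal signal; the screen sought inhibitors and activators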
#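 Recombinant human enzyme (4 nM); glycogen substrate; 37 C, 40 min, pH 5.0. Readout: coupled glucose oxidase/Amplex Red fluorescence.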
# HTT aggregate: mutant huntingtin aggregation inhibition; PC12 HttQ103-GFP aggregates, Acumen cytometry, 40 h; 1.1% of 220,000 active; Potency, µM (top dose mostly 46.1 µM), for the others: at the top dose activity change, negative = inhibition, usual class: inhibitors; also: potency is read from the fitted curve at half-maximal effect; % is scaled to controls: 0 for no effect and ±100 for the full control effect; nearly all actives have a fitted effect of over 60% in size
#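 Huntingtin Q103 exon 1–GFP aggregates in induced PC12 cells (100 nM tebufenozide) were quantified by cytometry from lysates, with compounds dosed in titration.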
# Lamin A splicing: modulators of lamin A splicing; HeLa LMNA splicing GFP/RFP minigene ratio, 48 h; 0.01% of 200,000 active; Potency, µM (doses to about 46.1 µM), for the others: top-dose ratio change, negative = inhibition, hits mostly inhibitors; AID 1487; active = well fitted inhibition curve with a large enough effect in the signal ratio, with a control signal flat, not every such curve was filed as active; inconclusive = small, poorly fitted or top-dose-only effect, or effect the other way, or a change in a side signal; the % refers to the signal ratio; also: potency is read from the fitted curve at half-maximal effect; % is scaled to controls: 0 for no effect and ±100 for the full control effect
#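 S3 HeLa stable clones carrying a lamin A-EGFP splicing minigene plus DsRed2 were seeded at 600 cells/well in Opti-MEM with 2% FBS, pin-dosed and incubated 48 h at 37°C. Acumen cytometry (488 nm) gave the GFP/RFP total-intensity ratio.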
# HTT cytoprotect: protects HTT-Q103 PC12 cells, measured by ATP. AID 1471. PC12 HTT-Q103 induced, cytoprotection, ATP luminescence, 40 h. Potency, µM (doses to about 56.4 µM), for the others: cytoprotection (ATP increase), usual class: activators. 0.14% of 230,000 active;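 also: potency is read from the fitted curve at half-maximal effect; % of control where 0% means no effect; nearly all actives have a fitted effect of over 45% in size; toxic huntingtin expression switched on by the ecdysone agonist tebufenozide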
#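 Huntington model: PC12 line, ecdysone-inducible HTTQ103 exon1–GFP, tebufenozide 100 nM. Test articles in a dose series. Endpoint luminescence from cellular ATP.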
# aGlu spleen mod: inhibits or activates alpha-glucosidase in human spleen homogenate. human spleen homogenate, 4-MU-alpha-glucoside fluorescence. Potency, µM (titrated, usually from 79.9 µM), without a hit: at the highest dose activity change, negative = inhibition, most hits filed as inhibitors. 0.006% of 240,000 active. AID 2112;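 also: potency is read from the fitted curve at half-maximal effect; 0% = enzyme with vehicle and -100% = no enzyme basal signal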
#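 Compounds were titrated against alpha-glucosidase in spleen homogenate at pH 5.0, with 1 mM 4-methylumbelliferyl substrate for 40 min at 37 C. Reactions were quenched with pH 10 NaOH/glycine and fluorescence measured.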
# CBFb-RUNX1 inh: CBF-beta/RUNX1 interaction disruption; Q01196+Q13951; AlphaScreen CBFb-His/RUNX1-biotin binding, biochemical; Potency, µM (titrated, usually from 59.8 µM), for the others: at the highest dose activity, negative = inhibition, hits mostly inhibitors; 230,000 tested, under 10 active; also: % of control where 0% means no effect
# Target sequence (Q01196 whole entry, looked up): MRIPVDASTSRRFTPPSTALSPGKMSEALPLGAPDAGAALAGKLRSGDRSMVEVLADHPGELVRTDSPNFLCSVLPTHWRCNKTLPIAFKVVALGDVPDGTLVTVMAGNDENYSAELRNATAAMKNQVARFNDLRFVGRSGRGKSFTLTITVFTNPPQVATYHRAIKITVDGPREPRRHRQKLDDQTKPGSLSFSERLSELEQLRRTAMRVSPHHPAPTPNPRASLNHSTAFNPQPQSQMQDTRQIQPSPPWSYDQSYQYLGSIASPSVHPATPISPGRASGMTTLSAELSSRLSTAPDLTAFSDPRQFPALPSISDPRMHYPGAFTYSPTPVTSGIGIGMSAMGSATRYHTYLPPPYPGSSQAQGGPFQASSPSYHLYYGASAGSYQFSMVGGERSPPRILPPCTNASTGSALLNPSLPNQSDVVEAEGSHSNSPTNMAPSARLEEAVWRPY
# Target sequence (Q13951 whole entry, looked up): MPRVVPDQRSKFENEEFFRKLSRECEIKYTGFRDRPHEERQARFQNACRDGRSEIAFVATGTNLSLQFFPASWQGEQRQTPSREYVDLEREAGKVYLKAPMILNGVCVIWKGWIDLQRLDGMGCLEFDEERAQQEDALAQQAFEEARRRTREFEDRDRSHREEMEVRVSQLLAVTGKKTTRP
#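 Interaction loss through any mechanism counts as activity. Pre-formed complex of His-CBF-beta and biotin-RUNX1 (30 nM apiece) is incubated with compound 15 min, then with 50 ng nickel and 50 ng streptavidin beads for 90 min before AlphaScreen detection.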
# * = called active by the depositor; ? = inconclusive; . = no result given; [ ] = dose if it differs, or a comment. Unless noted, calls follow the shape of the dose curve; as a rule, active = well fitted curve in the direction sought with a large enough effect; inconclusive = small, poorly fitted or top-dose-only effect, or another doubt; inactive = no such curve, though single readings can be large; an effect the other way counts as inactive or inconclusive.
SMILES,GAA inhib,GAA glycogen mod,HTT aggregate,Lamin A splicing,HTT cytoprotect,aGlu spleen mod,CBFb-RUNX1 inh
Cc1cccc(N2C(=O)CC(Sc3nc(-c4ccccc4)c4cc(Cl)ccc4n3)C2=O)c1 (stereo not drawn),?,1%,?,7%,-37%,-1%,2%
COc1ccc(-c2c[n+]3c(n2-c2ccccc2)SCC3)cc1,.,-1%,21%[9.22 µM],.,10%[10 µM],-7%,9%
O=[N+]([O-])c1ccc(/C=N/Nc2nc(N3CCCCC3)nc(N3CCCCC3)n2)o1,-6%,0%,4%,6%,-25%,-15%,-15%
Cc1ccc(Nc2nc(-c3ccc(C)cc3)c(CC(=O)O)s2)cc1,7%,?,14%,-28%[46 µM],-44%[inhibitor],0%,-11%
C=CCN(CC=C)CC(O)CN(c1cc([N+](=O)[O-])ccc1OC)S(=O)(=O)c1ccccc1 (stereo not drawn),2%,1%,15%,-5%,-9%[10 µM],-10%,4%
Cc1cc(C)c(NC(=S)NC(CO)(CO)CO)c(C)c1,.,4%,25%[9.22 µM],.,8%[10 µM],3%,7%
Cc1cc([N+](=O)[O-])ccc1NC(=O)c1cncc(Br)c1,?,-3%,-18%,3%,14%[0.074 µM],-3%,-1%
N#Cc1cn(CCOC(=O)c2cccc(C(F)(F)F)c2)c(=O)[nH]c1=O,10%,7%,-8%,-13%[46 µM],-40%[inhibitor],5%,6%
Cc1ccc2c(c1)NC(=O)c1cc([N+](=O)[O-])ccc1O2,3%,-9%,-8%,.,-98%[inhibitor],5%,5%
Cc1cc(C)c(S(=O)(=O)NCCc2ccccc2)c(C)c1,.,-20%,6%[9.22 µM],.,2%[10 µM],-1%,-1%
Cc1nn(-c2ccccc2)c(N)c1C(O)(CC(=O)C(F)(F)F)C(F)(F)F (stereo not drawn),0%,5%,6%,0%,6%[10 µM],-12%,-4%
O=C(Nc1cccc(F)c1)c1ccc(-c2ccccc2C(F)(F)F)o1,-5%,1%,9%,?,.,6%,1%[2.36 µM]
CN(C)CCN1C(=O)C(=O)/C(=C(/O)c2ccc(S(=O)(=O)N3CCOCC3)cc2)C1c1ccccc1 (stereo not drawn),-6%,-1%,1%,-1%,-7%[10 µM],5%,3%
CCOC(=O)N1CCN(C(=O)c2ccc3c(=O)n(-c4ccc(OC)cc4OC)c(=S)[nH]c3c2)CC1,1%,-8%,20%,4%,-22%,-10%,-4%
CCCCCC(=O)Nc1cccc(C2=NOC3(C2)C[C@@H](C(N)=O)N(C(=O)C2(C)CC2)C3)c1 (stereo partly drawn),.,-5%,-29%[9.22 µM],.,15%[10 µM],9%,8%
NC(=O)c1ccc(NC(=O)CCNC(=O)c2ccco2)cc1,.,5%,-15%[9.22 µM],.,9%[10 µM],2%,8%
COc1cccc(CNC(=O)CCC2CCCN(C(=O)CCn3cncn3)C2)c1 (stereo not drawn),11%,6%,.,7%[46 µM],.,0%,4%
Cc1cccc(NC(=S)NNC(=O)c2sccc2C)c1,-3%,-22%,10%,11%,-17%,-3%,0%
Cc1cccc(C(=O)NC(=S)N2CCc3ccccc3C2)c1,-10%,-2%,9%,?,.,7%,-4%
COc1cc(C(=S)N2CCOCC2)cc(OC)c1OS(=O)(=O)c1ccc(NC(C)=O)cc1,1%,-7%,2%,3%,-25%,-3%,-4%
COCCN(C(=O)Nc1ccccc1)C(C)c1cccnc1 (stereo not drawn),-5%[15.4 µM],-5%,3%,7%,-13%,1%,3%
Cc1onc(-c2ccc(Cl)cc2)c1-c1ccnn1S(=O)(=O)c1ccc(Cl)cc1,.,-3%,-9%[9.22 µM],.,24%[10 µM],-10%,28%
Cc1ccccc1NC(=S)N(CCCN1CCOCC1)Cc1cccnc1,-2%,-13%,8%,1%[9.22 µM],18%,0%,0%
O=C(Nc1cccc(Cl)c1)OCc1cncs1,-7%,4%,?,?,?,1%,5%
Cc1nc2ccccc2nc1OCC(=O)NCC(F)(F)F,?,-2%,19%,5%,23%[10 µM],-21%,5%
CN[C@@H]1[C@H](O[C@@H]2O[C@H](CO)[C@@H](N)[C@H](O)[C@@H]2O)O[C@H]2C[C@@H](N)[C@@H](O[C@H]3[C@@H](O)[C@H](O)[C@H](N)C[C@@H]3N)O[C@H]2[C@H]1O,.,.,-7%[20.6 µM],-13%,-4%[40.3 µM],3%[29.1 µM],-11%[21.7 µM]
O=C(Nc1ccc(F)cc1)c1cccnc1N1CCOCC1,-8%,7%,2%,-1%,-1%[0.074 µM],-3%,4%
Cc1ccc(-c2nc3cnccn3c2Nc2ccc3c(c2)OCO3)cc1,?,?,?,-8%,-80%[inhibitor],-3%,-2%
CC1CCCN(S(=O)(=O)c2ccc(S(=O)(=O)NC(C)c3cccs3)cc2)C1 (stereo not drawn),-16%,-3%,12%,?,22%,0%,1%
Cc1cc(-c2nc3ncccc3o2)ccc1NC(=S)NC(=O)c1ccco1,?,7%,4%[9.22 µM],0%[46 µM],-25%,9%,0%
CC1(C)Cc2c(C#N)c(N3CCOCC3)nc(Cc3ccccc3)c2CO1,14%,10%,-19%,-5%,-18%,-4%,5%
CCn1c(C)nc2cc(C(=O)N/N=C(\C)c3ccccc3O)ccc21,-2%,-3%,1%,?,18%[10 µM],-5%,-1%
O=C(NCCc1csc(-c2cccnc2)n1)c1ccco1,-2%[15.4 µM],10%,-14%,10%,-30%,5%,7%
CCOC(=O)c1sc(Nc2nc3ccc(OC)cc3s2)cc1C,2%,?,15%,?,-10%[10 µM],-7%,-2%
COc1ccccc1N1CCN(C(=O)CCCN2C(=O)c3cccc4cccc(c34)C2=O)CC1,10%,0%,-10%,?,12%[10 µM],-5%,?
CSc1nc(N2CCCC2)c2c(c1C#N)CC(C)(C)OC2,-7%,-5%,5%,6%,-4%,3%,4%

# A few values from the list:
# Value of `CN[C@@H]1[C@H](O[C@@H]2O[C@H](CO)[C@@H](N)[C@H](O)[C@@H]2O)O[C@H]2C[C@@H](N)[C@@H](O[C@H]3[C@@H](O)[C@H](O)[C@H](N)C[C@@H]3N)O[C@H]2[C@H]1O` under CBFb-RUNX1 inh: -11%[21.7 µM]
# Value of `O=C(NCCc1csc(-c2cccnc2)n1)c1ccco1` under aGlu spleen mod: 5%

# The list goes on:
SMILES,GAA inhib,GAA glycogen mod,HTT aggregate,Lamin A splicing,HTT cytoprotect,aGlu spleen mod,CBFb-RUNX1 inh
Cc1cc(-c2ccccc2C(=O)Nc2ccccc2O)on1,.,0%,-9%[9.22 µM],.,7%[10 µM],-1%,0%
CCC(CC)c1nnc(NC(=O)C2=NNC(=O)CC2)s1,-8%,16%,16%,.,16%[10 µM],-8%,7%
COC(=O)N1[C@H](C)C=C[C@]1(Cc1ccccc1)C(=O)NCc1ccc(C)o1,.,.,.,.,?,4%,0%
COc1ccccc1NC(=O)COc1ccc(C(=O)OCC(=O)N2CCCC2=O)cc1OC,0%,-2%,11%,7%,9%,4%,-4%
COc1ccc(-c2ocnc2C(=O)N2CCN(C(c3ccccc3)c3ccccc3)CC2)cc1,-11%,-5%,?,.,-6%,-3%,-12%
Cc1nc(=S)c2c([nH]1)-c1ccccc1CC21CCCCC1,-10%[15.4 µM],6%,-3%[9.22 µM],.,-11%[10 µM],-3%,0%
O=C(NCCCn1ccnc1)c1cc(C2CC2)on1,1%,-1%,1%,-3%,-1%,0%,-6%
O/C(=C\Sc1nnc(Cc2ccccc2)o1)c1ccc(Br)cc1,0%,12%,-22%,-6%,-7%[0.074 µM],0%,4%
COC(=O)c1cccc(NC(=O)NC(=O)c2ccc(Cl)cc2)c1,.,5%,12%[9.22 µM],.,-52%[inhibitor][10 µM],-4%,-5%
CNc1sc(C(=O)c2ccccc2F)c(N)c1-c1nc2ccccc2s1,-9%,-6%,-26%,?,-41%[inhibitor],-4%,?
CNCc1ccc(OCc2ccccc2)c(OC)c1,8%,-7%,8%,-1%,-2%[10 µM],-3%,8%
Cn1ncc(Br)c1C(=O)N/N=C/c1ccc(OS(=O)(=O)c2ccccc2)cc1,-5%,-11%,-1%,-1%,11%[10 µM],5%,5%
COc1cc(Nc2ncnc(N)n2)cc(OC)c1OC,1%,-10%,-13%[9.22 µM],.,-11%[10 µM],-1%,10%
Clc1ccccc1-c1ccc(/C=N/Nc2nncc(-c3ccccc3)n2)o1,5%,-12%,11%,.,.,-7%,-1%
COC(=O)C1CCN(C(=O)COC(=O)Cn2cnnn2)CC1,-1%,11%,14%,-2%,11%,-5%,6%
O=C1OCCC1Sc1nnc(-c2ccc3c(c2)OCO3)n1-c1ccccc1 (stereo not drawn),-2%,-2%,15%,1%,-22%[10 µM],-13%,3%
Cc1onc(-c2ccccc2Cl)c1C(=O)Oc1cccc2cccnc12,?,-9%,-16%,?,12%,.,4%
COCCn1c(Br)nc2c1c(=O)n(C)c(=O)n2C,6%,-7%,-11%[9.22 µM],6%[46 µM],-15%[10 µM],4%,1%
Cc1oc2ccc(Br)cc2c(=O)c1-c1nn[nH]n1,6%,4%,0%[9.22 µM],-10%[1.84 µM],-7%[10 µM],-2%,-9%
O=C1OCC/C1=C\c1ccccc1O,-3%,1%,-3%,26%,-3%,-6%,1%
CCCC(=O)Nc1ccc(C(=O)NCCCn2ccnc2)cc1,-1%,-3%,12%,-7%,-3%[0.074 µM],-10%,2%
CCN(CC)CCNC(=O)c1cccc(NC(=O)C(=O)c2cc(Br)ccc2NC(C)=O)c1,2%,-5%,7%,37%[46 µM],11%[10 µM],3%,3%
COc1ccc(NC(=O)c2ccc3c(c2)C(=O)N(Cc2cccnc2)C3=O)c(OC)c1,5%,-13%,-13%,-6%,5%[0.074 µM],-3%,8%
CS(=O)(=O)N(CCc1ccccc1)CC(=O)NCc1ccco1,-10%,-5%,6%,1%,2%,-5%,3%
CN1C(=O)CC(n2c(CO)nc3ccccc32)C1=O (stereo not drawn),0%,2%,-8%,-9%,37%[10 µM],1%,16%
CCOC(=O)c1c(NC(=O)Cc2cccs2)sc(C(=O)NC2CCCC2)c1C,-3%,4%,-5%,8%,-40%,-2%,-1%
CC(NS(=O)(=O)c1ccc(Cl)cc1)C(=O)NCc1ccco1 (stereo not drawn),-13%,-3%,-11%,-1%,-3%,-1%,-18%
Cc1nc(C(=O)NCc2ccccc2)sc1C1(C)CC(c2cccnc2)=NO1 (stereo not drawn),.,-7%,10%[9.22 µM],.,3%[10 µM],7%,7%

# Source: PubChem BioAssay (National Center for Advancing Translational Sciences (NCATS))
